PI5P4K alpha inh – qHTS for Inhibitors of phosphatidylinositol 5-phosphate 4-kinase (PI5P4K); PI5P4Kalpha enzyme, ADP-Glo luminescence, 60 min; active compounds read low; 1.2% of 330,000 active; max response, %; active = max response of -50% or lower; inconclusive = between -30% and -50%; inactive = -30% or higher; also: value at the top dose of about 77 µM; % is scaled to controls: 0 for no effect and ±100 for the full control effect
Target sequence (P48426 whole entry, looked up): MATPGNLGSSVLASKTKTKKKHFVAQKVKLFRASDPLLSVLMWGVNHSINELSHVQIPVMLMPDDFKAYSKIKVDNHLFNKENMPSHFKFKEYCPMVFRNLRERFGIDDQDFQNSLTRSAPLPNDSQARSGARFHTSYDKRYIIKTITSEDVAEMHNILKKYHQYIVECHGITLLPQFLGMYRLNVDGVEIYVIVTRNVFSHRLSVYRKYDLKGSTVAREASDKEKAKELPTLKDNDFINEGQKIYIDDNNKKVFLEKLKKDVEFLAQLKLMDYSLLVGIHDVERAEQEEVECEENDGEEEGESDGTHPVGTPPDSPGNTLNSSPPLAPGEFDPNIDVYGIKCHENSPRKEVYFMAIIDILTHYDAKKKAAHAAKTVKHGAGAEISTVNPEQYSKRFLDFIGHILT
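PI5P4Kalpha ADP-Glo assay; 5 microM ATP final; 60 min RT reaction; HEPES pH 7.4/EGTA/CHAPS, 5% DMSO; controls lacking substrate or enzyme; luminescent end-point.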
EPAC1 antagonist – qHTS for Antagonist of cAMP-regulated guanine nucleotide exchange factor 3 (EPAC1): primary screen; Rap guanine nucleotide exchange factor 3 (Homo sapiens), O95398; EPAC1 GEF assay, Rap1b-BODIPY-GDP exchange fluorescence; Potency, µM (doses to about 115 µM), for inactives: at the top dose activity change, negative = inhibition, most hits filed as inhibitors; 0.14% of 360,000 active; AID 720709, 2013;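 also: potency is read from the fitted curve at half-maximal effect; plate controls were vehicle for no effect and positive control for full effect; nearly all actives have a fitted effect of over 50% in size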
GLP1R cytotox – qHTS of GLP-1 Receptor Inverse Agonists: Cytotox Screen; AID 624418, 2012; HEK293 cAMP-luciferase reporter cells, luminescence, 24 h; 0.13% of 410,000 active; Potency, µM (titrated, usually from 38.3 µM), inactives show top-dose activity change, negative = inhibition, actives largely listed as inhibitors;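 also: loss of luciferase light is scored as toxicity; potency is read from the fitted curve at half-maximal effect; % is scaled to controls: 0 for no effect and ±100 for the full control effect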
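Cells in DMEM/10% Nu serum/1% pen-strep, 1536-well format. Pre-incubated 12 h, dosed with 23 nL compound, incubated a further 24 h. Luciferase detection, 12 min at room temp, luminescence.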
GLP-1R inv ag – qHTS of GLP-1 Receptor Inverse Agonists (Inhibition Mode); Glucagon-like peptide 1 receptor (Homo sapiens), P43220; HEK293 GLP-1R CRE-luciferase, luminescence, 24 h; GLP-1R form is constitutively active; Potency, µM (titrated, usually from 38.3 µM), for the others: at the highest dose activity change, negative = inhibition, most hits filed as inhibitors; 1.6% of 410,000 active; also: potency is read from the fitted curve at half-maximal effect; % is scaled to controls: 0 for no effect and ±100 for the full control effect; nearly all actives have a fitted effect of over 55% in size
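Seeding at 200 cells/uL, 12 h culture, 24 hr compound treatment, then luciferase reagent and a luminescence read; cells are HEK293 stably expressing a constitutively active GLP-1R plus cAMP-responsive luciferase.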
IL2 activator – qHTS of IL-2 Activators; activation, % (series mostly up to about 46 µM); IL-2 activation reporter assay, cell-based qHTS; stimulated with anti-CD3/CD4/CD28 beads; in transgenic mouse T cells; AID 652025, 2013; 0.065% of 360,000 active; in the data active = activation above about 50%; inconclusive = mostly about 30% to 49%; also: 0% is about no effect
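Using fluorescent plate cytometry, EGFP and DsRed are detected in transgenic mouse T cells stimulated 18 h at 37 degrees C with antibody-coated beads after 60 min compound pretreatment.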
EPAC1 ag – qHTS for Agonist of cAMP-regulated guanine nucleotide exchange factor 3 (EPAC1): primary screen; EPAC1 agonist qHTS, biochemical assay; response scale: 100% = response to 6.5 mM cAMP; Rap guanine nucleotide exchange factor 3 (Homo sapiens), O95398; 0.073% of 360,000 active; Potency, µM (highest dose often 154 µM), without a hit: at the top dose activation, most hits filed as activators; AID 720707, 2013; also: potency is read from the fitted curve at half-maximal effect; nearly all actives have a fitted effect of over 60% in size
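Normalized to 6.5 mM cAMP, activity reflects EPAC1-catalysed release of BODIPY-GDP from Rap1B, followed kinetically over 30 min at 480 nm excitation, 540 nm emission. Reaction contained 100 nM EPAC1, 250 nM Rap1B-BODIPY-GDP, 50 uM GDP.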
PTHR1 ag – qHTS for PTHR1 Agonists: Primary Screen | Parathyroid hormone/parathyroid hormone-related peptide receptor (Homo sapiens), Q03431 | HEK293 GP2 PTHR1 cells, GloSensor cAMP luminescence, 1 h | Potency, µM (top dose mostly 115 µM), for inactives: at the top dose activation, actives largely listed as activators | 0.075% of 410,000 active | AID 743266, 2014; also: potency is read from the fitted curve at half-maximal effect; nearly all actives have a fitted effect of over 55% in size; some results filed as inactive show a strong effect at the top dose; inactives centre near -15; many of its hits are not listed in these tables
Target sequence (Q03431 whole entry, looked up): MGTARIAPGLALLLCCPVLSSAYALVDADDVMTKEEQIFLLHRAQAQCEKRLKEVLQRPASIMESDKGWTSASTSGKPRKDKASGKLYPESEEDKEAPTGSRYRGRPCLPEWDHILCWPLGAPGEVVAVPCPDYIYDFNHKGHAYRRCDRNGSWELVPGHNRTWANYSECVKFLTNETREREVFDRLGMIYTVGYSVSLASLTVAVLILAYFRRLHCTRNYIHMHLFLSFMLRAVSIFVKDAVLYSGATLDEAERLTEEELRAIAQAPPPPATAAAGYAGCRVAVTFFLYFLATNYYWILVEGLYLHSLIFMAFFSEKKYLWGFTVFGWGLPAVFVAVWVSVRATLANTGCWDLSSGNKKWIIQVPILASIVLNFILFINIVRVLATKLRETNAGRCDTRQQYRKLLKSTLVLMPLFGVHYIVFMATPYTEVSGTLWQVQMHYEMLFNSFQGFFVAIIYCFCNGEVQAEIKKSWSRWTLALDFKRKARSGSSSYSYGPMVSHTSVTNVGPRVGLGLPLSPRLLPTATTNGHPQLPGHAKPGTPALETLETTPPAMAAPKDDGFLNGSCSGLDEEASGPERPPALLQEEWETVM
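HEK-293-derived GP2 cells expressing PTHR1 and a GloSensor cAMP reporter, 3,000/well, plated overnight, given luciferin plus IBMX (each 0.5 mM as added) for 1 h at 37 °C, then compound for 1 h at 37 °C. Luminescence was read after 15 min at room temperature.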
PLK1 PBD inh – qHTS for Inhibitors of PLK1-PDB (polo-like kinase 1 - polo-box domain): Primary Screen. Serine/threonine-protein kinase PLK1 (Homo sapiens), P53350. Plk1 PBD binding of FITC phosphopeptide, fluorescence polarization. Potency, µM, for inactives: max response, negative = inhibition, hits mostly inhibitors. 2.8% of 360,000 active; also: potency is read from the fitted curve at half-maximal effect; series mostly up to about 57 µM; % is scaled to controls: 0 for no effect and ±100 for the full control effect; nearly all actives have a fitted effect of over 65% in size
GLP-1R agonist – qHTS of GLP-1 Receptor Agonists | Glucagon-like peptide 1 receptor (Homo sapiens), P43220 | HEK293 GLP-1R CRE-luciferase, luminescence, 4-6 h; cells express a hypersensitive GLP-1R form | 0.007% of 380,000 active | Potency, µM (titrated, usually from 45.6 µM), inactives show at the highest dose activation, actives largely listed as activators; also: potency is read from the fitted curve at half-maximal effect; % of control where 0% means no effect
* = called active by the depositor; i = inactive; ? = inconclusive; / = not tested or not shown; [ ] = remark or other dose. Unless noted, calls follow the shape of the dose curve; as a rule, active = well fitted curve in the direction sought with a large enough effect; inconclusive = small, poorly fitted or top-dose-only effect, or another doubt; inactive = no such curve, though single readings can be large; an effect the other way counts as inactive or inconclusive. A portion of the library. The share of hits here may be higher or lower than overall.

SMILES	PI5P4K alpha inh	EPAC1 antagonist	GLP1R cytotox	GLP-1R inv ag	IL2 activator	EPAC1 ag	PTHR1 ag	PLK1 PBD inh	GLP-1R agonist
COc1ccc(C(=O)Nc2cc3c(cc2C(=O)O)OCCCO3)c(OC)c1	2	-7%	-3%	6%	0.8	-5%	i	2%	2%
CCN(c1cccc(C)c1)S(=O)(=O)c1ccc(-c2cc(C)no2)s1	4	-9%	19%	?	0.3	-4%	-8%	8%	9%
O=[N+]([O-])c1ccccc1S(=O)(=O)Nc1nc2ccccc2s1	-9	3%	-7%	-4%	0.5	-7%	i	-14%	-12%
CCCSC1=C(C#N)C(c2ccccc2C)CC(=O)N1 (configuration not stated)	-11	2%	6%	-23%	-1.1	4%	i	?	26%
CCCN(CCC)CCCNS(=O)(=O)c1cc(Br)cc2c1N(C(C)=O)CC2	-2	23%	-20%	-9%	-4.1	0%	5%	-3%	-3%
Cc1ccc(S(=O)(=O)NCc2cn3ccsc3n2)c(C)c1	5	20%	-10%	0%	0.0	-1%	i	-1%	3%
COc1ccc(C(=O)NC2CCC(O)CC2)cc1S(=O)(=O)NCc1ccc(Cl)cc1 (configuration not stated)	2	-33%	2%	-10%	-0.4	-2%	23%	-11%	-3%
O=C(NCc1cccs1)C1C(=O)Nc2ccccc2C(=O)N1C1CCCC1 (configuration not stated)	5	-21%	2%	7%	0.4	11%	-14%	-7%	/
COc1ccc(C2=NOC3(CC(=O)N(c4ccc(F)cc4)C3=O)C2)c(OC)c1 (configuration not stated)	/	0%	16%	4%	-0.6	5%	-4%[57.5 µM]	-10%	-6%
COc1ccc(OC)c(NC(=O)CSc2nnc(CCCO)n2-c2ccccc2)c1	/	2%	7%	11%	3.6	-1%	-2%[57.5 µM]	-9%	3%

An excerpt of these results, field by field.
Molecule: CCCSC1=C(C#N)C(c2ccccc2C)CC(=O)N1 (configuration not stated)
  PI5P4K alpha inh: -11; EPAC1 antagonist: 2%; GLP1R cytotox: 6%; GLP-1R inv ag: -23%; IL2 activator: -1.1; EPAC1 ag: 4%; PTHR1 ag: i; PLK1 PBD inh: ?; GLP-1R agonist: 26%

Molecule: CCCN(CCC)CCCNS(=O)(=O)c1cc(Br)cc2c1N(C(C)=O)CC2
  PI5P4K alpha inh: -2; EPAC1 antagonist: 23%; GLP1R cytotox: -20%; GLP-1R inv ag: -9%; IL2 activator: -4.1; EPAC1 ag: 0%; PTHR1 ag: 5%; PLK1 PBD inh: -3%; GLP-1R agonist: -3%

Molecule: Cc1ccc(S(=O)(=O)NCc2cn3ccsc3n2)c(C)c1
  PI5P4K alpha inh: 5; EPAC1 antagonist: 20%; GLP1R cytotox: -10%; GLP-1R inv ag: 0%; IL2 activator: 0.0; EPAC1 ag: -1%; PTHR1 ag: i; PLK1 PBD inh: -1%; GLP-1R agonist: 3%

The list goes on:
SMILES	PI5P4K alpha inh	EPAC1 antagonist	GLP1R cytotox	GLP-1R inv ag	IL2 activator	EPAC1 ag	PTHR1 ag	PLK1 PBD inh	GLP-1R agonist
CN(CC(=O)N1CCCCCC1)S(=O)(=O)c1cccc2cccnc12	1	1%	?	4%	-3.5	-1%	i	-2%	-2%
COc1ccc(S(=O)(=O)N2CCC[C@H]2C(=O)N2CCC[C@H]2C(=O)N(C)Cc2ccccc2)cc1C	3	23%	-11%	0%	-0.5	-14%	-22%	0%	9%
COC(=O)[C@@H]1C[C@@]2(O)[C@@H](O)[C@@H](O)[C@@H](O)C[C@H]2N1Cc1ccc(C)s1	2	-21%	-3%	-7%	-0.5	-17%	-15%	-26%	-5%
CN(C)C(CNC(=O)NC1CCCCC1)c1cccnc1 (configuration not stated)	1	11%	-11%	13%	-3.1	-4%	i	-9%	-2%
Cc1ccccc1NC(=O)C1CCCN(S(=O)(=O)c2cccc3cccnc23)C1 (configuration not stated)	7	-1%	-3%	-15%	-3.5	-3%	i	-3%	1%
CCN(C(=O)COC(=O)c1ccc(-n2c(C)ccc2C)cc1)c1c(N)n(Cc2ccccc2)c(=O)[nH]c1=O	?	-23%	19%	31%	1.5	-2%	30%	0%	-16%
Cc1ccccc1-n1c(-c2ccc(=O)[nH]n2)n[nH]c1=S	-3	20%	-1%	8%	1.4	-4%	i	-8%	0%
Cc1[nH]c2ccccc2c1/C=N/NC(=O)c1cccc(Br)c1	-3	-13%	-17%	?	1.5	6%	i	9%	10%
COc1ccc(C(=O)N2CCC(O)(c3ccc(F)cc3)CC2)cc1OC	2	-16%	13%	12%	-1.2	7%	-8%	-5%	11%
Cc1noc(C)c1COC(=O)CCc1ccc(S(=O)(=O)N2CCCCC2)cc1	9	1%	-12%	-26%	-0.1	2%	-2%[57.5 µM]	-8%	-1%
COc1ccccc1-c1sc2cc3c(cc2c1-c1ccc(OCCN2CCCCC2)cc1)OCO3	1	4%	?	13µM*	-0.8	-4%	13%	-12%	10%
Cc1ccc(C)c(CN2C(=O)c3ccccc3S(=O)(=O)c3ccc(C(=O)Nc4ccccc4C(F)(F)F)cc32)c1	/	/	5%	?	/	/	6%	/	-3%
Cc1ccc(S(=O)(=O)N2CCCCC2)cc1C(=O)N(CCc1ccccc1)Cc1ccccc1	-3	-12%	10%	4.5µM*	-1.4	7%	-3%	-9%	-6%
Cc1ccc2c(c1)[C@H]1[C@H](CO2)[C@H](c2ccccc2)[C@]2(C)C(=O)Nc3ccc(Br)cc3C(=O)N12	-1	0%	5%	3.2µM*	-0.2	15%	i	5%	-6%
CCNC(=O)CN(C1CCCCC1)S(=O)(=O)c1ccc(F)cc1	/	5%	1%	6%	0.9	3%	-3%[57.5 µM]	-7%	3%
CCc1nnc(NC(=O)CSc2nnc(-c3ccc(NS(=O)(=O)c4ccccc4)cc3)o2)s1	-17	?	4%	28%	-0.6	4%	-42%[inhibitor]	-13%	1%
COc1cccc(-c2c3c([nH]c(=O)c2C#N)CCc2cc(OC)ccc2-3)c1	4	-8%	15%	-2%	-3.8	4%	-18%	-6%	-1%
CC(C)(C)c1nc2c(s1)CCc1onc(-c3ccc(Br)cc3)c1-2	-2	9%	2%	17%	-0.3	0%	-1%	-3%	0%
CN(C)S(=O)(=O)c1cccc(NC(=O)CN2C(=O)NC(CCc3ccccc3)C2=O)c1 (configuration not stated)	-1	-7%	6%	8%	2.4	-3%	-23%	9%	3%
CC1=C(C(=O)OC2CCCC2)C(c2c(Cl)cccc2Cl)CC(=O)N1 (configuration not stated)	/	/	-2%	?	/	/	-6%	/	-2%
CCc1nn2cc(C(=O)c3cc(Cl)ccc3O)cnc2c1-c1ccc(F)cc1	-3	-29%	4%	6%	-4.6	-13%	-26%	0%	6%
Cc1ccc(C(=O)/C=C/Nc2ccc3c(c2)OCO3)cc1	1	-7%	5%	-29%	0.4	-1%	-18%[57.5 µM]	-4%	1%
Cc1cc(C)c(CSc2ncnc3nc[nH]c23)c(C)c1	-3	-11%	7%	?	-5.8	8%	i	-9%	4%
CCOC(=O)C1=C(C)N(CCCCCC(=O)O)C(=O)NC1c1ccccc1OS(=O)(=O)c1ccc(C)cc1 (configuration not stated)	-14	0%	-13%	-10%	0.1	-8%	i	-3%	-8%
C[C@H]1CN([C@@H](C)CO)C(=O)CCCn2cc(nn2)CO[C@@H]1CN(C)C(=O)C1CCCCC1	-4	3%	4%	12%	-1.8	0%	-11%	-23%	6%
O=C(c1ccc([N+](=O)[O-])o1)N1CCCCCC1	3	10%	2%	5%	-0.1	-1%	i	-15%	-2%
COc1cccc(NC(=O)CN(C)C(=O)c2cc(Cl)nc3ccccc23)c1	1	-13%	-15%	-2%	2.4	10%	-13%	-14%	6%
COc1ccc(S(=O)(=O)n2nc(-n3c(C)ccc3C)c3c(F)cccc32)cc1OC	4	-13%	28%	10µM*	-0.3	2%	-47%[inhibitor]	-13%	0%
Cn1c(=O)n(C/C=C/c2ccccc2)c(=O)c2c1nc1n2CCCN1c1ccc(F)cc1	-3	-7%	-4%	0%	-0.9	8%	-28%	-5%	-5%
Cc1cc2nc(=O)c(/C=C3\C=Nc4ccccc43)c(N)n2o1	-6	5%	-7%	7%	-0.5	10%	i	-2%	6%
Cc1cc(C)n(-c2cc(Cl)cc(Cl)c2)c(=O)c1C#N	-3	6%	-11%	6%	-0.4	7%	i	-10%	1%
O=C(NCCc1ccccc1)C1CCN(S(=O)(=O)c2cccnc2)CC1	3	4%	-7%	12%	-2.8	-3%	-10%	5%	-3%
O=C(c1ccc(F)cc1)N(C(=O)c1ccc(F)cc1)c1ncccn1	-2	7%	-11%	-20%	1.6	-3%	i	1%	0%
CC(=O)N(Cc1ccc(Cl)cc1)c1cnccn1	-9	-26%	2%	1%	-4.5	8%	-25%	-11%	0%
CC1Sc2ccc(C(=O)N3CCCC(C(F)(F)F)C3)cc2NC1=O (configuration not stated)	-3	-8%	8%	-24%	0.3	-4%	-22%	0%	6%
CCC(/C=N/NC(=O)c1ccccc1F)CC	4	0%	0%	6%	0.9	-15%	-24%	-3%	6%
CCC(C)NC(=S)Nc1ccccc1OC (configuration not stated)	1	-21%	17%	19%	-0.9	7%	i	-6%	1%
O=c1[nH]c2ccccc2cc1CN(CC1CCCO1)S(=O)(=O)c1ccccc1 (configuration not stated)	4	10%	-9%	-16%	-0.5	7%	i	-6%	14%
O=C(NC1CCCC1)c1ccccc1-c1ccccc1	-10	-13%	-2%	-10%	-0.5	4%	i	-9%	1%
COc1ccc(C(=O)COC(=O)C(CCCCN2C(=O)C3C4C=CC(C4)C3C2=O)N2C(=O)C3C4C=CC(C4)C3C2=O)cc1 (configuration not stated)	/	12%	-2%	0%	-0.8	10%	i	?	13%
